# Furin inhibitor: inhibitors of human furin; purified furin, fluorogenic substrate cleavage; 220,000 compounds, 0.061% hits; P09958; inhibition, % at 30 µM; AID 463115; in the data active = inhibition above about 25%; also: inactives centre near -15
# EBV gp42 inh: EBV gp42 inhibition. Q1HVG2. Fluorescence polarization binding assay, mP read-out. inhibition, % (tested at 21.74 µM). 220,000 compounds, 0.42% hits. AID 1085; in the data active = inhibition above about 50%
# Target sequence (Q1HVG2 whole entry, looked up): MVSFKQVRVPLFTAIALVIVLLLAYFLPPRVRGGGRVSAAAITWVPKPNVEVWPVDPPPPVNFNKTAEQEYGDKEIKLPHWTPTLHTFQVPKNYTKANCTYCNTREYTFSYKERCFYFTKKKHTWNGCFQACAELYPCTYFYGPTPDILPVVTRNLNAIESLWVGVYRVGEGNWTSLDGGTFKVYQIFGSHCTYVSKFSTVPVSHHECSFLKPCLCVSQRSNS
# eIF4E-4G inh: inhibitors of eIF4E and eIF4G interaction in translation initiation; TR-FRET eIF4E-eIF4GI(517-606) binding, 2 h; inhibition, % at 21.7 µM; 220,000 compounds, 0.37% hits;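 also: 0% = full FRET control wells and 100% = background wells lacking eIF4GI fragment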
# hK5 inh: inhibitors of human kallikrein 5. Q9Y337. 210,000 compounds, 0.59% hits. inhibition, % at 5 µM. recombinant hK5, fluorogenic AMC substrate cleavage;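 active = inhibition of 40% or more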;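 also: 0% = enzyme controls without compound and 100% = no-enzyme blanks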
# Target sequence (Q9Y337 67-293 limits assumed): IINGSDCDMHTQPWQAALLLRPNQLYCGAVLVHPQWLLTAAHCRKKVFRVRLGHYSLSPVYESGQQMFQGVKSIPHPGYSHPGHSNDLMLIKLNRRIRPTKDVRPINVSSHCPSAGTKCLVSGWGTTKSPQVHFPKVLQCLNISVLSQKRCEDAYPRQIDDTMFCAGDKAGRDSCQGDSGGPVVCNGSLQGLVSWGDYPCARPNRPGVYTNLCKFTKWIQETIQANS
# Cl transport mod: modulates chloride dependent transport by human KCC2; Q9H2X9; KCC2 cells, thallium flux FluoZin-2 fluorescence; B-score of Tl+ flux slope (higher = more flux/activation; lower = inhibition) at 10 µM; 190,000 compounds, 2.2% hits; AID 1456;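 active = thallium flux slope and its plate-corrected score both differing from the plate sample mean at a set confidence after two filtering rounds, in either direction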;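 also: slope of fluorescence scaled to starting intensity during 10 to 20 s after thallium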
# thrombin 1536: thrombin (human) inhibition | inhibition, % at 5 µM | alpha-thrombin, Boc-VPR-AMC fluorogenic substrate cleavage | P00734 | 220,000 compounds, 0.26% hits;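 active = inhibition at or above 40%; inactive = inhibition below 40%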;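 also: 0% = enzyme with no compound and 100% = wells without enzyme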
#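 System – human alpha-thrombin protein · Reagent – Boc-VPR-AMC substrate, 15 µM final · Compound – 5 µM single dose in 0.2% DMSO · Schedule – reaction at room temperature · Technique – AMC fluorescence at 355 nm excitation and 460 nm emission · Read-out basis – % inhibition relative to enzyme controls and enzyme-free blanks · Control set – no-compound enzyme wells and no-enzyme blanks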
# p47phox inh: blocks human p47phox regulatory protein of NADPH oxidases | P14598 | inhibition, % at 24.7 µM | p47phox/p22phox peptide binding, fluorescence polarization, 2 h | 220,000 compounds, 0.53% hits | AID 1274;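 also: 0% = p47phox with labelled peptide and 100% = labelled peptide alone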
# 14-3-3 Bad inh: disrupts binding of bovine 14-3-3 zeta to phospho-Bad peptide; AID 781; 220,000 compounds, 0.71% hits; TR-FRET 14-3-3zeta/Dy647-pBad peptide displacement, 1 h; inhibition, % at 21.7 µM;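 active = inhibition above about 70%, limit read from the data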;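 also: 0% = full 14-3-3 plus peptide FRET controls and 100% = background without 14-3-3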
# Target sequence (P63103 whole entry, looked up): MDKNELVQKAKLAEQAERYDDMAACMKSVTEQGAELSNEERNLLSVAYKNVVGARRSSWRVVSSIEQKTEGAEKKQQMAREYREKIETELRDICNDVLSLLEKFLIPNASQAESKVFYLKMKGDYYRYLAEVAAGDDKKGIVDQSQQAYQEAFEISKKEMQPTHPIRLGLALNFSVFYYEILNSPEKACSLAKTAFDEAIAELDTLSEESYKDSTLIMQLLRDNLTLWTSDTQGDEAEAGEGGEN
# Rad51 HR inh: Rad51 (human) homologous recombination inhibition | inhibition, % at 10 µM | hRad51 DNA strand exchange, fluorescence dequenching | 200,000 compounds, 0.085% hits | Q06609 | AID 1385;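 active = inhibition above 40% at the single screening dose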;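 also: 0% = DMSO control wells and 100% = blanks with heterologous ssDNA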
# Target sequence (Q06609 whole entry, looked up): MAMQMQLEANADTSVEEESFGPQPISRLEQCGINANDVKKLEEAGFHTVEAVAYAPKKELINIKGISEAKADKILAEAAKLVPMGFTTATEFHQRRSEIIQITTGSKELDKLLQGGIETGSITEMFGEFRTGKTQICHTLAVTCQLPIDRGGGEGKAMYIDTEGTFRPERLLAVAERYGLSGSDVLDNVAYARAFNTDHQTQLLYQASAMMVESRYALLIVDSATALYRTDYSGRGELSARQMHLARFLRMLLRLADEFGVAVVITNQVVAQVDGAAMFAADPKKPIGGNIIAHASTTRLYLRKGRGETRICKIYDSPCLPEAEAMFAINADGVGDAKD
#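 Test system – preformed human Rad51 ssDNA filaments · Reagent – Donor/quencher-labelled 47-bp dsDNA substrate · Incubation – 37 °C 15-min filament assembly, 30-min compound preincubation, 15-min exchange · Signal – FRET fluorescence dequenching, excitation 485 nm, emission 520 nm · Read-out – percent inhibition from fluorescence, normalised to plate control and blank means · Benchmarks – plate control and blank wells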
# * = called active by the depositor; i = inactive; . = not tested or not shown; [ ] = another dose, or the depositor's remark.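 The calls were made as follows, unless noted: active = inhibition above about 30% (limit read from the data); inactive = the rest.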
nr	SMILES	Furin inhibitor	EBV gp42 inh	eIF4E-4G inh	hK5 inh	Cl transport mod
1	Cc1cc(C)cc(C(=O)NCC(=O)OC(C)C(=O)N(C)c2ccccc2)c1 (stereo not drawn)	-15	-1	0	2	0.13
2	CCOC(=O)Cn1c(=O)oc2cc(S(=O)(=O)Nc3cc(OCC)ccc3OCC)ccc21	-25	-26	.	5	-2.3
3	Cc1c2cnn(-c3ccccc3)c(=O)c2c(C)n1CCCC(=O)NCCN1CCN(C)CC1	-19	-4	-2	-1	0.29
4	O=C1C(Cl)=C(N2CCC(C(=O)O)CC2)C(=O)c2ccccc21	-11	-2	9	-1	-1.2
5	COc1ccccc1N(CC(=O)N(CC(C)C)CC(C)C)S(=O)(=O)c1cccs1	-11	-13	-1	-2	-1.2
6	Nc1nc(Cl)cc(Oc2ccc(Cl)cc2)n1	-25	-21	0	2	0.014
7	CC1Sc2n(c3ccccc3[n+]2C)N=C1c1ccccc1 (stereo not drawn)	-8	-12	-7	2	-0.28
8	Cc1cccc(C)c1N=C1SC(CC(=O)Nc2c(C)cccc2C)C(=O)N1CCc1ccccn1 (stereo not drawn)	-11	-9	1[fluorescence artefact?]	-8	0.052
9	O=c1[nH]cnc2c1nc(SCc1ccccc1)n2C1OC(CO)C(O)C1O (stereo not drawn)	-10[20 µM]	1	-10	-2	0.35
10	COc1cccc(C(=O)O/N=C(\N)c2ccc([N+](=O)[O-])cc2)c1	-6[20 µM]	-10	-2	7	-0.23

nr	thrombin 1536	p47phox inh	14-3-3 Bad inh	Rad51 HR inh
1	2	7	-8	0
2	0	28	.	-4
3	0	8	-3	21
4	5	14	2	20
5	0	-6	-3	15
6	-1	-3	-10	.
7	-5	4	20[fluorescence artefact?]	4
8	-2	9	9[fluorescence artefact?]	25
9	-6	22	3	-3
10	1	-8	6	-2

# Full records as entered above:
# Cc1cccc(C)c1N=C1SC(CC(=O)Nc2c(C)cccc2C)C(=O)N1CCc1ccccn1 (stereo not drawn) across the screens: Furin inhibitor = -11; EBV gp42 inh = -9; eIF4E-4G inh = 1[fluorescence artefact?]; hK5 inh = -8; Cl transport mod = 0.052; thrombin 1536 = -2; p47phox inh = 9; 14-3-3 Bad inh = 9[fluorescence artefact?]; Rad51 HR inh = 25
# COc1ccccc1N(CC(=O)N(CC(C)C)CC(C)C)S(=O)(=O)c1cccs1 across the screens: Furin inhibitor = -11; EBV gp42 inh = -13; eIF4E-4G inh = -1; hK5 inh = -2; Cl transport mod = -1.2; thrombin 1536 = 0; p47phox inh = -6; 14-3-3 Bad inh = -3; Rad51 HR inh = 15

# Further compounds.
nr	SMILES	Furin inhibitor	EBV gp42 inh	eIF4E-4G inh	hK5 inh	Cl transport mod
11	CCOc1ccc(CCNC(=O)CCN2C(=O)COc3ccccc32)cc1OCC	-25	-19	-1[fluorescence artefact?]	-16	.
12	CC(=O)Oc1ccc(N2C(=O)CCC2=O)cc1	-31	-20	5	6	0.67
13	Cc1ccc(C(=O)NCC(=O)Nc2cccc(S(=O)(=O)NC3=NCCCCC3)c2)cc1C	-15	-4	2	-16	-0.82
14	COc1ccc(C2=NOC(C(=O)N3CCCc4ccccc43)C2)cc1 (stereo not drawn)	-10	-17	1	22	-0.79
15	COc1cc(NC(=O)c2cc3nc(-c4ccccc4)cc(-c4ccccc4)n3n2)cc(OC)c1OC	-13[20 µM]	-22	-20	7	.
16	Cc1ccc(C)c(N2CCN(C(=O)c3ccccc3Br)CC2)c1	-12	-8	-3	2	-0.013
17	O=C(c1ccco1)N1CCN(C(=O)N2c3ccccc3Sc3ccccc32)CC1	-17[20 µM]	3	-2	43*	-1.7
18	COc1ccc(CN2CC34C=CC(O3)C(C(=O)O)C4C2=O)cc1 (stereo not drawn)	-3	-10	2	2	-0.48
19	CCN(CC(=O)Nc1cccc(C#N)c1)CC(=O)Nc1cccc(OC)c1	-7	-11	2	-4	-0.75
20	COC(=O)CSc1nnc(Cc2ccccc2)n1-c1ccc(C)cc1	-14[20 µM]	-22	-1	-9	0.21

nr	thrombin 1536	p47phox inh	14-3-3 Bad inh	Rad51 HR inh
11	7	-4	-3[fluorescence artefact?]	-5
12	4	-4	10	-6
13	-3	-5	-1	16
14	8	-10	-4	-5
15	5	7	20[fluorescence artefact?]	1
16	2	-12	-14	-1
17	104*	-7	0	0
18	1	-9	1	2
19	0	5	-5	-1
20	-1	7	-2[fluorescence artefact?]	1

# (list continues)
nr	SMILES	Furin inhibitor	EBV gp42 inh	eIF4E-4G inh	hK5 inh	Cl transport mod
21	CCCNC(=O)COc1ncnc2sccc12	-2	-18	6	5	0.3
22	O=C(NCc1ccc(F)cc1)c1cc2n(n1)C(C(F)(F)F)CC(C1CC1)N2 (stereo not drawn)	-20	1	1	-7	0.71
23	CCC(C)(C)n1nnnc1C(c1cccs1)N1CCN(c2nc3ccccc3s2)CC1 (stereo not drawn)	-12	-4	-10	-7	-3.5
24	C/C(=N\NC(=O)COc1ccccc1-c1ccccc1)c1ccc(O)cc1O	-29	-9	-12	-1	-0.13
25	COc1cccc(CC(=O)Nc2nc(-c3cccnc3)cs2)c1	3	-9	7	-15	-0.29
26	COc1ccc(-c2ccc(C#N)c(SCC(=O)OCc3ccccc3)n2)cc1OC	-47[20 µM]	-13	3	i	-0.16
27	CC(C)CC(c1nnnn1Cc1ccco1)N1CCN(C2CCCC2)CC1 (stereo not drawn)	-14	-16	-5	-13	0.71
28	O=C1CCCC(=O)N1c1ccc(N2CCOCC2)c([N+](=O)[O-])c1	-7	-7	0	.	0.58
29	O=C(COc1ccccc1C(=O)N/N=C\c1ccc(O)c(O)c1)N/N=C/c1ccc(O)c(O)c1	-13[20 µM]	9	3[fluorescence artefact?]	-101	1.1
30	O=C(Nc1ccccc1)Nc1cccc(-c2cn3cccnc3n2)c1	-23	-16	1	-2	-0.43

nr	thrombin 1536	p47phox inh	14-3-3 Bad inh	Rad51 HR inh
21	-3	-10	-9	-19
22	3	-14	-14	2
23	-9	-1	-8	0
24	-4	0	-1	-6
25	-5	-34	3	4
26	-27	-17	-5	-5
27	5	-12	55[fluorescence artefact?]	-5
28	-1	3	3	.
29	-1	-78	-6[fluorescence artefact?]	.
30	-4	-16	-4	3

# Filtered by structure, the entries above with a COOH group (2)
nr	SMILES	Furin inhibitor	EBV gp42 inh	eIF4E-4G inh	hK5 inh	Cl transport mod
4	O=C1C(Cl)=C(N2CCC(C(=O)O)CC2)C(=O)c2ccccc21	-11	-2	9	-1	-1.2
18	COc1ccc(CN2CC34C=CC(O3)C(C(=O)O)C4C2=O)cc1 (stereo not drawn)	-3	-10	2	2	-0.48

nr	thrombin 1536	p47phox inh	14-3-3 Bad inh	Rad51 HR inh
4	5	14	2	20
18	1	-9	1	2

# More structures:
nr	SMILES	Furin inhibitor	EBV gp42 inh	eIF4E-4G inh	hK5 inh	Cl transport mod
31	O=C(CC1(O)C(=O)Nc2ccccc21)c1cccc(Br)c1 (stereo not drawn)	-30	-3	-2[fluorescence artefact?]	16	0.92
32	COCCOC(=O)CC1=NC(=O)CS1	-4	-19	.	-3	0.056
33	Cc1ccc(-c2c(C#N)c(N)nc3c2CCCCC3)o1	-11	3	-1	3	-0.54
34	NC(=O)CCC(C(=O)O)N1C(=O)c2ccc(O)cc2C1=O (stereo not drawn)	-16	3	1	0	-1.2
35	CCOC(=O)CNc1ccc(C(=O)OCC)cc1[N+](=O)[O-]	-14	-20	-4[fluorescence artefact?]	-19	0.13
36	O=C(CSc1nc(-c2ccccc2)nc2ccc(F)cc12)Nc1ccc(C(=O)O)cc1	-41	-12	-6	11	0.37
37	O=C1NC(=O)C(CC(=O)N(Cc2ccco2)C2(C(=O)NC3CCCC3)CCCCC2)N1 (stereo not drawn)	-15[20 µM]	2	-4[fluorescence artefact?]	-12	.
38	O=[N+]([O-])c1c(NCCCO)cc(N2CCN(Cc3ccc4c(c3)OCO4)CC2)c2nonc12	-13	-15	2	-18	-1.4
39	O=C1CC(c2cc([N+](=O)[O-])ccc2Cl)c2c(ccc3ccccc23)N1 (stereo not drawn)	-16	-3	-1	-8	0.53
40	O=C(Nc1ccc(F)cc1F)Nc1sccc1-c1nc2ccccc2s1	-15	-27	5	7	2.6

nr	thrombin 1536	p47phox inh	14-3-3 Bad inh	Rad51 HR inh
31	-1	-1	0	2
32	-2	0	.	0
33	2	-10	6	-6
34	-8	2	0	-4
35	-9	-1	-17[fluorescence artefact?]	-2
36	-3	-11	-3	2
37	-2	-18	-8[fluorescence artefact?]	.
38	1	-17	-12	-7
39	-3	-18	-5	-3
40	4	-100	-4	-2

# (continued)
nr	SMILES	Furin inhibitor	EBV gp42 inh	eIF4E-4G inh	hK5 inh	Cl transport mod
41	CC/C(=N/NS(=O)(=O)c1ccc(Cl)cc1)c1ccc(O)cc1	-13	-5	6	-19	0.25
42	CCC(C)[C@H](NC(=O)NCc1cccnc1)C(=O)OC (stereo partly drawn)	-19	-9	-2	-10	0.98
43	COC(=O)C1SCC2C(=O)N(Cc3cccc(C)c3)CC(=O)N21 (stereo not drawn)	-24	-3	3	-2	0.52
44	O=C(NCc1ccccc1)C(=O)Nc1nc(C23CC4CC(CC(C4)C2)C3)cs1	-3	-7	-2	-27	3.9*
45	COc1cccc(C=Nc2ccc3c(c2)OCCO3)c1O	-9	5	-4	0	-1.2
46	CCCCN(CC)CCCNC(=O)CN1C(=O)CSc2ccc(S(=O)(=O)N3CCOCC3)cc21	-19	1	2	-9	0.044
47	COc1ccc(NC(=S)N2CCN(CCN3C(=O)c4cccc5cccc(c45)C3=O)CC2)cc1	-28	17	-4	-14	0.24
48	CCCCCCC1CC(CC(=O)Nc2ccc([N+](=O)[O-])cc2)C(=O)O1 (stereo not drawn)	-22	-6	6	-10	-0.78
49	COc1cc2c(C(=O)NCCCOC(C)C)cn(CC(C)C)c(=O)c2cc1OC	-20	-25	4[fluorescence artefact?]	-4	-0.089
50	O=C(/C=C/c1ccccc1)C1=C(O)C(=O)N(CCO)C1c1ccccc1[N+](=O)[O-] (stereo not drawn)	-19	-16	1	2	.

nr	thrombin 1536	p47phox inh	14-3-3 Bad inh	Rad51 HR inh
41	-11	-4	-11	0
42	-12	-8	-2	17
43	-5	0	-5	13
44	-7	-5	8[fluorescence artefact?]	1
45	-11	2	10	.
46	-2	0	-8	16
47	3	-2	23	5
48	0	-5	5	11
49	3	8	-2	5
50	-6	-12	-1	-2

# Continuation:
nr	SMILES	Furin inhibitor	EBV gp42 inh	eIF4E-4G inh	hK5 inh	Cl transport mod
51	O=C(NCc1ccccc1)c1cc(-n2cnnc2)ccc1Cl	-10[20 µM]	-1	3[fluorescence artefact?]	-1	0.7
52	CSc1nc2[nH]c3c(c2c2nncn12)CC(C)(C)OC3	2	-16	-2	-16	0.44
53	O=C(NC(CSCc1ccccc1)C(=O)N/N=C/c1ccc(O)cc1O)c1ccc([N+](=O)[O-])cc1 (stereo not drawn)	-28[20 µM]	-10	.	-14	.
54	CCn1c(Cc2c(C)[nH]c3ccccc23)nnc1SCC(N)=O	-11[20 µM]	2	-7[fluorescence artefact?]	-10	0.9
55	CC(=O)Cc1nsc(NC(=O)c2ccc(-c3cc(C(F)(F)F)ccc3Cl)o2)n1	-9[20 µM]	-10	-7	-15	1.4
56	C/C(Cl)=C/Cn1c(=O)c2c(nc(Br)n2Cc2ccccc2)n(C)c1=O	-5	-6	2	-7	-0.24

nr	thrombin 1536	p47phox inh	14-3-3 Bad inh	Rad51 HR inh
51	2	-14	0	-1
52	0	-24	-13	7
53	-2	-9	.	0
54	-1	-19	-18[fluorescence artefact?]	11
55	-12	1	43	-1
56	-3	-11	-6	4
